Screening data deposited in PubChem BioAssay by several laboratories.
NPY-Y1 antag = NPY-Y1 receptor antagonists, primary screen, cell-based; HEK293-CNG Y1 cells, membrane potential fluorescence; NPY at EC95, then isoproterenol; inhibition, % at 3.6 µM; actives 1% (n = 200,000);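 active = inhibition above the campaign mean inhibition of all tested compounds plus 3 SD, cut at about 20% in these data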;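 also: 0% = DMSO wells given NPY plus isoproterenol and 100% = isoproterenol alone without NPY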
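Benchmarks – high control isoproterenol alone, low control NPY with isoproterenol · Material – HEK293 Y1/CNG channel cell line · Times – dye 3 h, compound 60 min room temperature, stimulation 45 min · Probe or stimulus – NPY (25 nM), isoproterenol (1 µM), Ro 20-1724 (25 µM) · Evaluation – % inhibition of NPY effect · Signal – fluorescence, membrane potential probe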
EP2 modulator = EP2 receptor modulators, cAMP readout, primary screen, cell-based, HTRF cAMP, PGE2 stimulation; Prostaglandin E2 receptor EP2 subtype (Homo sapiens), P43116; actives 0.83% (n = 260,000); EP2-expressing cells, cAMP HTRF FRET, PGE2 co-stimulation; AID 940, 2007; induction, % at 25 µM;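 active = compounds whose cAMP rise, as percent of the full-agonist control response, exceeds 60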;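 also: rat C6 glioma line stably carrying human EP2 under a CMV promoter; the protocol text gives 20 µM as final concentration; 100% = response of wells given 1 µM PGE2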
Target sequence (P43116 whole entry, looked up): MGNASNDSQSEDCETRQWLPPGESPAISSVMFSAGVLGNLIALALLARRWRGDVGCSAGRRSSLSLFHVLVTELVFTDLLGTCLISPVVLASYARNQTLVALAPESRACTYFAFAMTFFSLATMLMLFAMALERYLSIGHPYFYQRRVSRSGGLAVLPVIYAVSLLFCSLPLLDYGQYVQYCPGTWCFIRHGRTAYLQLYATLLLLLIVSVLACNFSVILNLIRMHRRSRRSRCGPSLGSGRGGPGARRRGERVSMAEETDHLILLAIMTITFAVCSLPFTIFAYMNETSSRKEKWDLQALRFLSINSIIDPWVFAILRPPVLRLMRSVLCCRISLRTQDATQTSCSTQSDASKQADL
TRPML3 agonist = human TRPML3 channel agonists, primary screen, cell-based, HEK293 TRPML3-YFP, Fluo-8 calcium fluorescence, 3 µM; Mucolipin-3 (Homo sapiens), Q8TDD5; 100% = the carbachol control signal; activation, % at 3 µM; actives 0.29% (n = 220,000); AID 1448, 2008;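 active = activation above its plate's cutoff, the mean activation of the plate's test wells plus 3 SD, cut at about 12% in these data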;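 also: 0% = DMSO only wells and 100% = carbachol wells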
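Test system – HEK293 line with stable expression of human TRPML3-YFP channel · Control set – carbachol 87 µM final as high control (100%), DMSO as low control (0%) · Signal – Fluo-8 calcium dye fluorescence, ex 470-495, em 515-575 nm · Incubation – 1-h 37 °C dye load, 5-s basal, 120-s post-compound reads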
NPY1 pot ag = NPY-Y1 receptor potentiators or agonists, primary screen, cell-based; Neuropeptide Y receptor type 1 (Homo sapiens), P25929; NPY-Y1 expressing cells, potentiator/agonist activation; activation, % at 3.6 µM; actives 0.37% (n = 220,000); AID 1304, 2008; in the data active = activation above about 33%, passing the limit was not always enough;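 also: cells stimulated with NPY at EC10 then isoproterenol at EC100; 0% = low agonist plus stimulus and 100% = saturating agonist plus stimulus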
S1P4 ag = S1P4 receptor agonists, primary screen, cell-based; Sphingosine 1-phosphate receptor 4 (Homo sapiens), O95977; S1P4-expressing cell line, agonist reporter assay; activation, % at 4.98 µM; actives 0.35% (n = 220,000); AID 1509, 2009; in the data active = activation above about 11%;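 also: 0% = DMSO vehicle and 100% = reference agonist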
zfTRPN1 agonist = zebrafish TRPN1 channel agonists, primary screen, cell-based, HEK293, calcium fluorescence. transient receptor potential cation channel N1 (TRPN1/NompC), Danio rerio. HEK293 zebrafish TRPN1-YFP, Fluo-8 calcium fluorescence; 100% = response to 87 µM carbachol. activation, % at 3 µM. actives 0.18% (n = 220,000). AID 1424, 2008;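 active = activation above its plate's cutoff, the mean activation of test wells on that plate plus 3 SD, cut at about 19% in these data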;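 also: 0% = DMSO alone and 100% = 87 µM carbachol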
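Assay system: Zebrafish TRPN1-YFP in HEK293 cells | Incubation: Dye loading 1 h at 37 °C, then 30 min room temperature | Measured by: Kinetic Fluo-8 fluorescence, ex 470-495, em 515-575 nm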
S1P4 antag = S1P4 receptor antagonists, primary screen, cell-based | Sphingosine 1-phosphate receptor 4 (Homo sapiens), O95977 | S1P4-expressing cells, antagonist mode, reporter read-out | inhibition, % at 4.98 µM | actives 0.26% (n = 220,000) | AID 1510, 2009; in the data active = inhibition above about 29%;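 also: 0% = wells stimulated with agonist and 100% = vehicle wells without agonist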
NPY-Y2 PAM-ag = NPY-Y2 potentiators or agonists, primary screen, cell-based | Neuropeptide Y receptor type 2 (Homo sapiens), P49146 | cells expressing NPY-Y2, potentiator/agonist read-out | activation, % at 3.6 µM | actives 0.45% (n = 220,000) | AID 1359, 2008; in the data active = activation above about 27%;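 also: cells stimulated with NPY near EC25 plus isoproterenol at EC100; 0% = vehicle plus submaximal agonist and 100% = vehicle plus saturating agonist; some results beyond the cut were filed as inactive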
Target sequence (P49146 whole entry, looked up): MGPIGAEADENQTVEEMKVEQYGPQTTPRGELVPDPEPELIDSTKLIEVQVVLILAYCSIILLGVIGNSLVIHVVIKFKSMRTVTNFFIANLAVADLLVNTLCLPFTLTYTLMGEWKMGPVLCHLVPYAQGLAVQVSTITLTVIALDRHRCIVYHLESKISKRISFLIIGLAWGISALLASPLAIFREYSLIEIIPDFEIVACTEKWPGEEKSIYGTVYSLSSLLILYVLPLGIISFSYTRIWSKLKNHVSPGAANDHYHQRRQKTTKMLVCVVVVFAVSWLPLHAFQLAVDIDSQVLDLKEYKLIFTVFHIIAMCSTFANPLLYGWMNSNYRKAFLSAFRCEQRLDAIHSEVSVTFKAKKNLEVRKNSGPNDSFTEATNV
CHOP inh = inhibitors of CHOP promoter induction, primary screen, cell-based, unfolded protein response, luciferase reporter | CHO-K1 CHOP-promoter luciferase, tunicamycin-induced, 15-18 h | inhibition, % at 10 µM | actives 3.8% (n = 220,000);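 active = compounds that reduced the stress-induced luciferase reporter signal by more than about 70% of percent inhibition, limit read from the data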;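 also: 0% = tunicamycin plus vehicle and 100% = wells without tunicamycin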
Numbers without * were called inactive; · = no result given; & = joins results of further samples. This is a random part of the collection, and some 6.5% of all compounds hit somewhere here.

SMILES	NPY-Y1 antag	EP2 modulator	TRPML3 agonist	NPY1 pot ag	S1P4 ag	zfTRPN1 agonist	S1P4 antag	NPY-Y2 PAM-ag	CHOP inh
Cc1cc(C)c(OCC(=O)Nc2cc(C(=O)O)cc(C(=O)O)c2)cc1C	-1	25	0.7	-1	1.2	-0.3	5	0	-20
O=C(N/N=C/c1ccccn1)c1ccc(N/N=C/c2ccccn2)cc1	-1	-33	0.6	15	0.1	1.4	-17	-7	-22
O=C(CSc1nc2ccccc2c(=O)n1CC1CCCO1)N1CCN(c2ccccc2)CC1 (configuration not stated)	12	·	-0.5	-53	0.4	-1.7	21	-20	·
CCOC(=O)C1(Cc2cccc(OC)c2)CCN(Cc2ccccc2)CC1	12	-27	-0.7	-4	0.4	0.1	6	-17	-8
CS(=O)(=O)C1=C(O)C(=O)N(CCCC(=O)O)C1c1ccccc1F (configuration not stated)	2	38	0.5	0	-0.8	0.9	1	-4	-1
CN(C(N)=S)c1ccccc1	0	15	-0.1	14	0.1	0.4	-32	-6	16
O=C(Nc1cccnc1Cl)c1cc([N+](=O)[O-])ccc1Cl	0	28	0.7	1	1.9	1.2	-9	2	-64
CCc1ccc(N(C2C=CS(=O)(=O)C2)S(=O)(=O)c2ccccc2)cc1 (configuration not stated)	6	-12	0.2	15	-0.3	-1.9	3	6	7
COc1ccc(CC(=O)N/N=C/c2ccc(-c3cccc(C(=O)O)c3)o2)cc1OC	·	-2	0.1	5	2.2	-0.3	-15	3	2
C/C(=N\NC(=O)CNC(=O)c1ccc2c(c1)OCCO2)c1ccco1	·	-5	0.4	16	1.1	0.9	-8	12	5
Cc1cccc(N2CN(Cc3cccnc3)CNC2=S)c1C	-2	7	0.6	-9	0.9	1.0	-22	5	4
O=C(COC(=O)C1(c2ccc(F)cc2)CCCC1)N1CCN(C(=O)c2ccco2)CC1	3	-12	1.5	12	-0.6	1.3	0	2	10
O=C(c1cc([N+](=O)[O-])ccc1N1CCCC1)N1CCCCC1	0	8	0.1	-4	0.6	0.6	6	-8	-5
Cc1ccccc1N(CC(=O)NCCSc1ccccn1)S(=O)(=O)c1ccccc1	1	28	-0.1	4	2.6	-1.0	-19	-7	3
CCOC(=O)C1CCN(C(=O)COc2ccc(N(C)S(=O)(=O)c3cccs3)cc2)CC1	6	22	0.8	-3	-0.6	2.7	-4	27	38
O=S(=O)(Nc1ccc(N2CCCCC2)cc1)c1ccccc1F	·	-24	-0.2	-6	0.8	-0.7	10	-12	-1
Cc1cc(C)c(S(=O)(=O)N2CCN(CCN3C(=O)c4cccc5cccc(c45)C3=O)CC2)cc1[N+](=O)[O-]	5	5	0.2	-43	-0.5	-0.2	5	-11	18
O=C(CNC(=O)c1ccccc1Cl)Nc1ccc(F)cc1	3	-4	0.8	6	0.1	0.8	-1	13	-5
Cc1ccc(C)n1CCN1CCN(CC(=O)Nc2ccc(S(N)(=O)=O)cc2)CC1	-8	0	1.1	2	-0.5	1.1	7	4	46
N#Cc1ccc(OCC(=O)NC2=NCCS2)cc1	-1	-6	0.6	8	1.8	0.6	-3	-3	-9
Cc1csc(Nc2ccccc2C(F)(F)F)n1	3	1	-0.6	12	0.1	-1.2	-20	9	45
c1ccc(C(c2ccccc2)N2CCN(C(c3ccccn3)c3nnnn3C3CCCC3)CC2)cc1 (configuration not stated)	4	15	0.3	4	1.1	0.0	-30	17	32
Cc1cc2nc(C3CCN(C(=S)NCCCOC(C)C)CC3)[nH]c2cc1C	0	-51	-0.5	-2	0.9	-3.3	2	-13	-6
CCN(CC)S(=O)(=O)c1cc(F)ccc1OC	5	11	1.1	-30	-0.2	1.8	6	-7	-5
CC(C)[C@H](NC(=O)c1ccccc1)C(=O)N1CCc2ccccc21	4	-6	0.2	-18	0.0	0.1	6	-28	25
O=C(Cc1ccc([N+](=O)[O-])cc1)N/N=C/c1ccc([N+](=O)[O-])o1	-3	-1	0.8	21	0.2	1.1	-8	16	-31
CC(=O)Nc1ccc(S(=O)(=O)Nc2nc3ccccc3nc2-n2ccc(=NC(=O)c3ccc(F)cc3)cc2)cc1	0	16	0.7	-10	1.2	-0.1	-17	2	17
Fc1ccc(CSc2ncnc3ccccc23)cc1	10	43	-0.8	-26	4.0	-1.1	3	-24	36
O=C(NC(=S)NNC(=O)[C@H]1C[C@@H]1c1ccccc1)c1ccc(F)cc1	·	-8	5.0	-66	-0.7	15	3	-10	34
O=C(Nc1cc(S(=O)(=O)N2CCOCC2)ccc1N1CCCC1)c1cccnc1Cl	·	17	0.2	20	-1.8	-0.6	-5	-11	9
COC(=O)c1ccc(-c2ccc(C(=O)N3CCCN(C)CC3)cc2)cc1	4	-19	1.4	17	0.1	0.1	-2	12	4
COC(=O)c1c(Oc2nc(OC)cc(OC)n2)cccc1Oc1nc(OC)cc(OC)n1	4	-5	0.2	-2	-0.1	-0.3	-3	2	16
COc1ccc(C2Nc3ccccc3C(=O)N2Cc2ccccc2)cc1CN1CCOCC1 (configuration not stated)	·	-8	0.4	-7	4.4	0.2	10	-13	13
CCOC(=O)C1CCCN(C(=O)CN2C(=O)/C(=C/c3ccc(OC)cc3)Oc3ccccc32)C1 (configuration not stated)	10	-13	0.3	2	1.3	-0.7	-16	10	64
CCOCCCn1cnc2c3cc(F)ccc3n(C)c2c1=O	·	-9	-0.9	15	-0.4	0.9	-14	-12	-4
COc1ccccc1NC(=O)Nc1nnc(CC(=O)Nc2ccccc2)s1	15	-51	-0.1	26	-0.6	0.5	-23	4	38
CS(=O)(=O)c1ccc(C(=O)NC2CCCc3ccccc32)cc1 (configuration not stated)	4	4	0.1	-2	0.2	0.5	-17	8	-15
Cc1cccc(C=Nc2ccc3c4c(cccc24)CC3)c1O	-2	21	6.8	-22	-1.8	9.1	5	4	-6
CNc1nc(C)c(C(=O)c2ccc(Cl)cc2)s1	-8	1	-0.7	7	1.9	-1.7	-6	16	7
CCOC(=O)c1ccc(NS(=O)(=O)c2cnc[nH]2)cc1	4	18	0.2	8	0.4	0.5	-32	6	4
O=C(O)/C(=C\c1ccc(-c2ccc(F)cc2)o1)c1ccccc1	4	50	0.4	2	1.0	-0.6	-3	7	28
Cn1cc(Cl)c(/C=C(\C#N)S(=O)(=O)c2ccccc2)n1	·	-33	2.5	22	0.6	1.4	16	21	-8
CC(C)(C)NC(=O)c1ccc(Sc2ccccc2)c([N+](=O)[O-])c1	3	-34	-0.7	-1	-3.9	-0.3	-16	-16	7
O=C(CC1Sc2ccccc2NC1=O)NCc1cccc(Cl)c1 (configuration not stated)	-5	-64	0.8	-14	1.0	0.6	-2	4	28
O=C(/C=C/c1ccccc1)NCCSc1ccc(Cl)cc1	11	-46	-0.9	-31	-2.1	-1.8	7	-24	77*
CC1CCCCC12NC(=S)N(c1ccccc1)N2 (configuration not stated)	·	4	0.2	7	-1.6	0.1	14	-9	10
CCCCC(=O)NCCc1ccc(S(N)(=O)=O)cc1	2	3	-0.8	15	0.1	3.1	-17	5	-10
CC(c1ccccc1F)n1cc(C(=O)NCCCc2nc3ccccc3[nH]2)nn1 (configuration not stated)	5	-69&25	-0.6	6	-1.2	-0.6	4	-3	97*
Cc1ccc(/C=C2/CCc3c([nH]c4ccccc34)C2=O)cc1	14	1	0.3	-29	-1.4	1.8	0	-13	-34
O=c1c2ccsc2ncn1Cc1cccc(C(F)(F)F)c1	0	-3	-0.9	0	-1.6	0.1	-23	8	-1

3 compounds from above, showing only S1P4 antag and CHOP inh:
Compound	S1P4 antag	CHOP inh
O=C(CC1Sc2ccccc2NC1=O)NCc1cccc(Cl)c1 (configuration not stated)	-2	28
O=C(/C=C/c1ccccc1)NCCSc1ccc(Cl)cc1	7	77*
CC1CCCCC12NC(=S)N(c1ccccc1)N2 (configuration not stated)	14	10

(next part)
SMILES	NPY-Y1 antag	EP2 modulator	TRPML3 agonist	NPY1 pot ag	S1P4 ag	zfTRPN1 agonist	S1P4 antag	NPY-Y2 PAM-ag	CHOP inh
COc1ccc(/C=C/C(=O)NC(=S)NN2CCCCC2c2cccnc2)cc1OC (configuration not stated)	10	-4	0.9	-13	4.2	-0.1	-6	-15	16
O=C1c2ccccc2C(=O)c2c1cccc2-n1nnc2ccccc21	·	19	-0.1	-8	-0.1	-0.7	-25	2	8
O=C(Nc1ccc2c(c1)OCO2)c1ccc(N2CCCC2)c([N+](=O)[O-])c1	-2	0	-0.1	-30	-3.2	0.7	-9	8	-13
CC(=O)c1cccc(CN2CCN(CC(C)C)C(CCO)C2)c1 (configuration not stated)	-3	-2	0.5	12	1.4	2.6	-14	-9	-7
CC/C(C)=N/Nc1nc2sc3c(c2c(=O)[nH]1)CC(C)(C)OC3	1	-21	-0.6	0	-0.4	0.4	-4	-6	21
O=c1cc(CO)oc(CN2CCCC2)c1O	6	0	2.0	-6	-0.1	2.4	-10	-11	-12
CC(=O)c1ccc(N2CCN(CC(=O)Nc3ccc(N4CCOCC4)cc3)CC2)cc1	-2	15	0.9	1	-0.5	-0.1	-8	8	42
O=C(CC1C(=O)NCCN1C/C=C/c1ccccc1)NCCc1cccnc1 (configuration not stated)	5	7	1.0	-1	0.3	-0.8	-11	-2	-11
CCOc1ccc(N(C(=O)CNC(=O)c2ccco2)C(C(=O)NC2CCCC2)c2ccncc2)cc1 (configuration not stated)	11	19	0.2	-14	1.9	0.0	-4	0	31
Cc1ccc(N=C2NC(=O)/C(=C/C=C/c3ccco3)S2)cc1	2	-74	-0.6	-4	-1.7	-0.1	-1	1	32
CC(C)(C)NC(=S)NCc1cccnc1	4	-2	0.8	-9	-4.5	-0.1	1	1	11
Cc1cc(C)nc(SCc2nnc(SCC(=O)Nc3ccc(Cl)c(C(F)(F)F)c3)o2)n1	-6	-18	0.2	-9	-0.4	-0.3	-3	0	75*
Cc1cc(C(=O)CSc2nc3ccccc3o2)c(C)n1C1CC1	5	-32	0.2	-2	-1.1	0.7	-18	-17	-36
